Source: PubChem BioAssay (National Center for Advancing Translational Sciences (NCATS))
DT40 TDP1 no CPT: qHTS for Inhibitors of human tyrosyl-DNA phosphodiesterase 1 (TDP1): qHTS in cells in absence of CPT | DT40 Tdp1-/- hTDP1 cells, no CPT, ATP luminescence, 48 h | AID 686978, 2013 | 15% of 420,000 active | Potency, µM (doses to about 46.2 µM), for the others: at the top dose activity change, negative = growth inhibition, hits mostly inhibitors; also: nearly all actives have a fitted effect of over 55% in size
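Seeded 400 DT40-hTDP1 cells/well (vehicle DMSO, no 20 nM CPT); pinned compounds; ≥48 hr at 37 °C; CellTiter-Glo luminescence as viability measure.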
TDP1 cell CPT: qHTS for Inhibitors of human tyrosyl-DNA phosphodiesterase 1 (TDP1): qHTS in cells in presence of CPT | Potency, µM (highest dose often 46.2 µM), without a hit: at the highest dose activity change, negative = growth inhibition, actives largely listed as inhibitors | AID 686979, 2013 | 12% of 420,000 active | chicken DT40 Tdp1-/-;hTDP1 cells + 20 nM CPT, ATP luminescence, 48 h; also: nearly all actives have a fitted effect of over 55% in size
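Chicken DT40 Tdp1-/- cells complemented with human TDP1, 400 cells/well, exposed to compounds plus 20 nM camptothecin for at least 48 h at 37 C; viability read as ATP content by CellTiter-Glo luminescence.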
TDP1 inh: qHTS Assay for Inhibitors of Tyrosyl-DNA Phosphodiesterase (TDP1); Tyrosyl-DNA phosphodiesterase 1 (Homo sapiens), Q9NUW8; recombinant TDP1, AlphaScreen DNA substrate cleavage; Potency, µM (doses to about 130 µM), inactives show at the highest dose activity change, negative = inhibition, hits mostly inhibitors; 0.28% of 350,000 active; AID 485290, 2010; also: nearly all actives have a fitted effect of over 40% in size
Target sequence (Q9NUW8 whole entry, looked up): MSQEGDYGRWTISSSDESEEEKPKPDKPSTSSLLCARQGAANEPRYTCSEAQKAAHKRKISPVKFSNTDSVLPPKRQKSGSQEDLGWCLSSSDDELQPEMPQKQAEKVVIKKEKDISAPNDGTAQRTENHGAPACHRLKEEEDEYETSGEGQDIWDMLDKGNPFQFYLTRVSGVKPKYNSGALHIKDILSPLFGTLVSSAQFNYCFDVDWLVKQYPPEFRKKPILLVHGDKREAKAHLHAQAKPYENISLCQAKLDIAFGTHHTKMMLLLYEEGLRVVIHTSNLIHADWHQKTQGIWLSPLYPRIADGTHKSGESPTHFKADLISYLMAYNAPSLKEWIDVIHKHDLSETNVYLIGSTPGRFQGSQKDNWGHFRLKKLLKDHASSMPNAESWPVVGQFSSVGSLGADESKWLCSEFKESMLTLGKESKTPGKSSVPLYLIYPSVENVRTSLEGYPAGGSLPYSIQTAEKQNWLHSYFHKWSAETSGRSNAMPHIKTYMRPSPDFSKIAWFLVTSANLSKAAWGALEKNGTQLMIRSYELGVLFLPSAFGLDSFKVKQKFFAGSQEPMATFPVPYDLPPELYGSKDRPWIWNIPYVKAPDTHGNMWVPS
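Tdp1 1 nM final; 15 min RT w/ cpd; substrate 15 nM, 5 min; beads 10 ug/ml, 10 min; AlphaScreen read. Neg ctrl: no enzyme.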
* = called active by the depositor; ? = inconclusive; · = not tested or not shown; & = joins results of further samples; [ ] = remark or other dose. Calls follow the shape of the dose curve; as a rule, active = well fitted curve in the direction sought with a large enough effect; inconclusive = small, poorly fitted or top-dose-only effect, or another doubt; inactive = no such curve, though single readings can be large; an effect the other way counts as inactive or inconclusive. % is scaled to controls: 0 for no effect and ±100 for the full control effect; potency is read from the fitted curve at half-maximal effect.

SMILES	DT40 TDP1 no CPT	TDP1 cell CPT	TDP1 inh
COc1ccc(N2CCN(C(=O)CSc3nnc4n3C(C)(C)Cc3ccccc3-4)CC2)cc1	21µM*	?	-1%
COC(=O)c1cc(N=Cc2c(O)c3ccccc3oc2=O)cc(C(=O)OC)c1	-9%	-12%	1%
Cc1noc(/C=C/N(C)C)c1S(=O)(=O)N1CCCC(C(=O)NC(C)c2ccccc2)C1 (stereo not given)	-17%	-16%	0%
COc1ccc(OC)c(-n2cnc3cc(C(=O)NC4CCCC4)ccc32)c1	?	-8%	-1%
CC(C)(C)NC(=O)CSCc1c(Cl)cccc1Cl	?	8%	0%
CCOc1ccc(C(=O)Nc2c(C(=O)Nc3ccccc3OC)oc3ccccc23)cc1OCC	?	-3%	4%
CS(=O)(=O)N1CCC(C(=O)N2CCN(c3ccc(F)cc3)CC2)CC1	-12%	-23%	3%
O=C(Nc1cccc(Cl)c1N1CCCCC1)c1ccc(N2CCOCC2)c([N+](=O)[O-])c1	-16%	?	3%
COc1ccc(CN(C)C(=O)Cn2cnc3c(OCc4ccccc4)ncnc32)cc1OC	-28%	?	0%
CCN(CCNC(=O)Cn1c(=O)sc2ccccc21)c1ccccc1	-24%	11%	4%
CCCCNC(=O)/C=C1\Sc2ccccc2NC1=O	?	-22%	4%
CCOC(=O)C1CCCN(C(=O)Cc2ccc(C)cc2)C1 (stereo not given)	18µM*	?	5%
COc1ccc(CCNC(=O)CSc2nc3nc(C)c(Cc4ccc(C)cc4)c(C)n3n2)cc1OC	21µM*	?	5%
CC(=O)C[C@H](O)CC(=O)[C@H]1OC(=O)[C@@H](C)C/C=C\Cc2ccccc21	1%	-7%	0%
CCC1(C2CCN(Cc3ccoc3)CC2)NC(=O)N(CC2COc3ccccc3O2)C1=O (stereo not given)	-24%	-12%	·
Cc1ccc(OCC(=O)N/N=C\c2c(C)n(C)c3ccccc23)c([N+](=O)[O-])c1	18µM*	?	2%
Cc1ccccc1NC(=O)c1cc(S(=O)(=O)Nc2cccc(C(=O)O)c2)ccc1Cl	16%	-2%	·
CCOC(=O)C1CCCN(C(=O)c2cc(C(C)(C)C)nn2C)CC1 (stereo not given)	?	-9%	·
CCc1nc2ccccc2n1Cc1ccc(OC)c(OC)c1	?	?	3%[56.1 µM]
COc1ccc(NS(=O)(=O)c2ccc(S(=O)(=O)N3CCOCC3)cc2)cc1	16µM*	?	1%
O=C(CCC1CCCC1)Nc1ccc(C(=O)NCc2cccnc2)cc1	?	15µM*	6%
CCOC(=O)C1CCN(C(=O)c2ccc(Cl)c(S(=O)(=O)N3CCOCC3)c2)CC1	?	-15%	3%
O=c1oc2ccc3ccccc3c2cc1-c1nnc(-c2cccs2)o1	?	-6%	5%
CC(C)Oc1ccc2ccccc2c1C=O	-3%	3%	-2%
COc1cccc(NC(=O)/C=C/c2ccc([N+](=O)[O-])cc2)c1	-26%	-9%	6%
CC(CCc1ccccn1)(CCc1ccccn1)C(=O)c1ccccc1	?	?	·
O=C1[C@H]2[C@@H](c3ccc(F)cc3)N3C(=O)N(c4ccc(Br)cc4)C(=O)[C@@]3(Cc3ccc(Cl)cc3)[C@H]2C(=O)N1C1CCCCC1	?	?	·
O=C(COC(=O)c1ccccc1O)NCCc1c[nH]c2ccccc12	?	-27%	2%
COCCn1c(CN2CCN(c3ccccc3)CC2)nc2c1c(=O)n(C)c(=O)n2C	10µM*	10µM*	·
CNC(=O)c1sc(-c2ccccc2)nc1C	0%	2%	-9%
COc1ccc(-c2nc3ccccc3c(=O)n2N)cc1	-23%	-3%	2%
CC(C)NC(=O)Cn1c(=O)cnc2ccccc21	0%	2%	0%
Cc1ccc(C(=O)N/C(=C/c2ccc(-c3cccc([N+](=O)[O-])c3)o2)C(=O)NC(C)(C)C)cc1	13µM*	?	0%
COc1cc(Cl)c(NC(=O)c2cc(CN3CCCC3)on2)c(OC)c1	-22%	2%	1%
Cc1noc(C)c1C(=O)N1CCC2(CCCN(C(=O)Nc3cccc(F)c3)C2)CC1	-3%	15%	·
Cc1ccc(-c2n[nH]c(=S)nc2-c2ccc(C)cc2)cc1	?	?	·
COc1cc(O)c(C=NN2C(=O)CSC2=S)c(OC)c1	23µM*	21µM*	·
Cc1ccccc1C(=O)c1c[nH]c(C(N)=O)c1	-2%	7%	6%
Cc1ccccc1OCCn1cc(C(=O)C(=O)N2CCOCC2)c2ccccc21	?	-8%	5%
CCC(C)c1ccc(NC(=O)COC(=O)C2=COCCO2)cc1 (stereo not given)	-22%	-20%	2%
c1ccc(-c2ccc(-n3ccnc3)cc2)cc1	?	26µM*	5%
Cc1ccc(CN2[C@@H](Cc3ccccc3)C(=O)CS2(=O)=O)cc1	?	-7%&-24%	4%
Cc1ccc(CCNC(=O)c2cc(Nc3ccc(C)c(C)c3)nc3ccccc23)cc1	?	-21%	3%
Cc1ccc(-c2cc(C(=O)Nc3cc([N+](=O)[O-])ccc3C)no2)cc1F	-1%	-19%	9%
O=C1CCC(C(=O)N2CCN(c3cnccn3)CC2)CN1CCc1ccc(Cl)cc1 (stereo not given)	-6%	2%	9%
CCc1ccc(-c2nc3cc(NC(=O)c4cc5ccccc5cc4OC)ccc3o2)cc1	13µM*	?	1%[12.3 µM]
Nc1cccc(N2C(=O)c3cccc4c(N)ccc(c34)C2=O)c1	?	-15%	·
Cc1cccc(C)c1NC(=O)CN(C)C(=O)C1=COCCO1	18%	-3%	0%
CCCn1c(N)c(C(=O)CN(C)CC(=O)Nc2cc(C)ccc2C)c(=O)[nH]c1=O	13µM*	13µM*	-2%
S=C1SCN(Cc2cccnc2)CN1Cc1ccccc1	4.6µM*	2.9µM*	4%

Four entries from above, as a markdown table.
| canonical_smiles | DT40 TDP1 no CPT | TDP1 cell CPT | TDP1 inh |
| --- | --- | --- | --- |
| O=C1CCC(C(=O)N2CCN(c3cnccn3)CC2)CN1CCc1ccc(Cl)cc1 (stereo not given) | -6% | 2% | 9% |
| CCc1ccc(-c2nc3cc(NC(=O)c4cc5ccccc5cc4OC)ccc3o2)cc1 | 13µM* | ? | 1%[12.3 µM] |
| Nc1cccc(N2C(=O)c3cccc4c(N)ccc(c34)C2=O)c1 | ? | -15% | · |
| Cc1cccc(C)c1NC(=O)CN(C)C(=O)C1=COCCO1 | 18% | -3% | 0% |

Next section.
SMILES	DT40 TDP1 no CPT	TDP1 cell CPT	TDP1 inh
S=c1[nH]c2cc(-c3ccccc3)ccc2o1	-13%	2%	6%
Cc1ccc(C)c(NC(=S)N2CCC(N(C)CC3CCCO3)CC2)c1 (stereo not given)	-7%	-3%	-5%
O=C(Nc1ccc(C(=O)NCc2ccccc2Cl)cc1)C1=CSCCO1	-20%	?	2%
CC(=O)OC1=Cc2c(ccc3ccc(=O)oc23)OC1(C)C	-18%	-6%	-7%
O=C(O)COc1ccccc1/C=C1\SC(=S)N(c2cccnc2)C1=O	-24%	?	-13%
COc1ccc(NC(=O)c2cccs2)cc1OC	-2%	-7%	3%
COc1ccc(C(=O)OCC(=O)NCC2CCCO2)c(F)c1 (stereo not given)	-6%	-6%	0%
CCc1cc(C(=O)NCC(c2ccc(OC)cc2)N2CCOCC2)sc1C (stereo not given)	-22%	-9%	-16%
OC(Cn1cnnc1)c1ccccc1 (stereo not given)	?	5%	·
Clc1cccc(OCc2nnc(-c3ccccc3Br)o2)c1	-13%	15%	·

Pulled by compound from the entries so far:
SMILES	DT40 TDP1 no CPT	TDP1 cell CPT	TDP1 inh
Cc1ccc(C(=O)N/C(=C/c2ccc(-c3cccc([N+](=O)[O-])c3)o2)C(=O)NC(C)(C)C)cc1	13µM*	?	0%
Nc1cccc(N2C(=O)c3cccc4c(N)ccc(c34)C2=O)c1	?	-15%	·
COc1cccc(NC(=O)/C=C/c2ccc([N+](=O)[O-])cc2)c1	-26%	-9%	6%
CC(=O)C[C@H](O)CC(=O)[C@H]1OC(=O)[C@@H](C)C/C=C\Cc2ccccc21	1%	-7%	0%

Profiles as entered above. Values in the order: DT40 TDP1 no CPT, TDP1 cell CPT, TDP1 inh
`CC(C)(C)NC(=O)CSCc1c(Cl)cccc1Cl` reads ?, 8%, 0%
`OC(Cn1cnnc1)c1ccccc1` (stereo not given) reads ?, 5%, ·

(continued)
SMILES	DT40 TDP1 no CPT	TDP1 cell CPT	TDP1 inh
CCCOc1ccc(NC(=O)CCC(=O)NC(C)c2ccccc2)cc1 (stereo not given)	10%	-23%	·
C=C[C@]1(C)C[C@@H](OC(=O)CO)[C@]2(C)[C@H](C)CC[C@]3(CCC(=O)[C@H]32)[C@@H](C)[C@@H]1O	?	?	·
CC1CCN(C(=O)C2CCN(CC(C)c3ccccc3)CC2)CC1 (stereo not given)	-19%	-30%	3%
COC(=O)N1CCC[C@@]2(CCN(c3ccncc3)C2)C1	-21%	-22%	·
O=c1c2cc(Cl)ccc2nc(-c2ccc([N+](=O)[O-])cc2)n1O	?	?	11%
COc1ccccc1C(CNC(=O)c1cccc(S(=O)(=O)Nc2ccc(C)cc2)c1)N(C)C (stereo not given)	?	?	1%
COc1cc(/C=C/C(=O)N2C(=O)c3cccc(N)c3C2=O)cc(OC)c1OC	29µM*	5.8µM*	0%
O=C1CC(N2CCCc3ccccc32)C(=O)N1c1ccccc1 (stereo not given)	-8%	-19%	-3%
COc1ccc(/C=C(/C(=O)c2cccs2)N2C=CC=CC2=C(C#N)C#N)cc1	1.2µM*	1.2µM*	8%
CC1(C)c2[nH]c3ccccc3c2C[C@H]2C(=O)N(CCCCCO)CC(=O)N21	11%	-4%	·
CSc1nccc(NC(=O)c2ccc(C(C)(C)C)cc2)n1	7.3µM*	9.2µM*	·
CC(=O)N1CCC2(CC1)CCN(C(c1ccccc1)c1ccccc1)CC2	?	?	·
O=C(COC(=O)C1CCN(c2ccc(C(F)(F)F)cn2)CC1)NCc1ccc(F)cc1	-26%	-28%	·
COc1ccc(C/C(C)=N\NC(=O)c2c[nH]c3ccccc23)cc1OC	1%	-6%	7%
COc1ccccc1CNC(=O)[C@@H]1CCCN1C(=O)[C@@H]1Cc2ccccc2CN1C(=O)OC(C)(C)C	16µM*	18µM*	5%
CCOCCN(C(=O)COC)c1cccc(OC)c1	-7%	-9%	-3%
COC(=O)/C=c1/sc2nc3ccccc3n2c1=O	?	?	4%
Cc1cc(C)c(-c2cc(NC(=O)COC(=O)c3ccc(CO)cc3)n(-c3ccccc3)n2)cc1C	13%	?	0%
CC1CCN(C(=O)COC(=O)C2CCN(S(=O)(=O)c3ccc4c(c3)OCCO4)CC2)CC1	-14%	-1%	·
CCCN(CCC)C(C)C(=O)NCC1(c2ccccc2)CCCC1 (stereo not given)	?	?	-9%
CC1=NN(C(N)=S)C(=O)C1N=Nc1c(C)cc(C)cc1C (stereo not given)	0.58µM*	0.52µM*	6%
Cc1ccc2c(c1)N(C(=O)CCC(=O)NCc1cccs1)CCO2	-14%	?	6%
COc1ccc(-n2c(SCC(N)=O)nnc2-c2cccnc2)cc1	-3%	-15%	-1%[56.1 µM]
C(=C\c1nc(N2CCCC2)c2ccccc2n1)/c1ccccc1	?	?	1%
CC1CC(C)CN(C(=O)CCCn2c(=O)c3cccn3c3cccnc32)C1 (stereo not given)	1%	-20%	4%
Cn1nc(-c2ccccc2F)c2cc(C(=O)NCc3cccc(Cl)c3)sc21	?	15µM*	-1%
COc1ccc(N2CCN(C(=O)CC3NC4CCCCC4NC3=O)CC2)cc1 (stereo not given)	-6%	-2%	0%
COc1ccc(/C=C2\N=C(SC)NC2=O)cc1	-14%	2%	-3%
CN(C)c1ccc(/C=C/c2ccc3cc(N)ccc3n2)cc1	3.2µM*	7.1µM*	·
Cc1ccc2[nH]c(C(=O)N3CCCCC3)cc2c1	1%	?	·
Cc1cccc(N2CCN(C(=O)c3cnn(-c4cccc(Cl)c4C)c3C3CCNCC3)CC2)c1C	5.2µM*	3.7µM*	-2%
CCc1ccc(CNC(=O)Cn2nc(-c3ccc(C)cc3)ccc2=O)cc1	?	?	2%&8%
Cc1ccccc1-n1cnc2cc(NCc3cccs3)ccc21	23µM*	?	12%
COc1ccc(NC(=O)c2ccc(Cl)nc2)cc1S(=O)(=O)N1CCCCC1	?	?	-8%
COc1cc(CN2C(=O)C(C)ON=C2c2ncccc2C)cc(OC)c1 (stereo not given)	-5%	-11%	·
FC(F)(F)c1ccc(/C=N/N2CCN(Cc3ccccc3)CC2)cc1	-22%	5%	8%
COCCCC1CCN(Cc2nc(Cc3ccccc3Cl)no2)CC1	-18%	6%	0%
O=C(O)C1SCCN1S(=O)(=O)c1ccc(N=NN2CCOCC2)cc1 (stereo not given)	-2%	3%	0%
CC1(C(=O)NS(=O)(=O)c2cccc(C#N)c2)CCN1C(=O)Cc1ccccc1Cl (stereo not given)	-3%	-17%	·
COCCCNC(=O)c1cn(Cc2c(F)cccc2Cl)nn1	?	-9%	-2%
